F508del corr – CFTR F508del correction in bronchial cells; 350,000 tested, 0.36% active; CFBE cells, YFP halide quenching; stimulated with forskolin plus potentiator P3; % fluorescence drop versus neutral controls; activity (quench increase), % at 7.58 µM;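 active = mean added fluorescence quench of at least 8% versus neutral control, with both replicates also reaching 8%; inconclusive = only one of the mean or replicate conditions met; inactive = mean below 8% and not both replicates reaching 8%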;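 also: cells transiently co-express mutant CFTR-F508del with the halide-sensitive YFP; corrector assay measuring rescue of mutant channel to the surface after 24 h compound exposure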
INS-1E GSIS act – primary screen for activators of insulin secretion dependent on glucose, INS-1E cells, GLuc reporter luminescence; activation, % at 16.6 µM; AID 743287; INS-1E GLuc reporter insulin secretion, 2-3 h; 370,000 tested, 0.61% active;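 active = lowest replicate activation of at least 40%, so every replicate reaches that level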;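 also: 0% = median of neutral control wells and 100% = median of IBMX positive control wells; some compounds called inactive have numbers as strong as hits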
RAD54 branch – RAD54 (human) branch migration inhibition; AID 602329; 360,000 tested, 0.14% active; RAD54 Holliday junction branch migration, FAM/BHQ fluorescence; Q92698; inhibition, % at 10.4 µM;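 active = mean normalized replicate activity at least 40 and at least half of replicates scoring 40 or more; inconclusive = only one of the two criteria met; inactive = mean below 40 and under half of replicates reaching 40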;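 also: 0% = median of neutral control wells and 100% = median of positive control wells; inhibitors cause a drop in the FAM fluorescence signal; in these data hits start at about 50%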
DENV2 CPE – DENV2-induced cell death inhibition | DENV2-infected cells, cytopathic effect rescue, plate reader | 350,000 tested, 1.7% active | CPE inhibition, % at 9.99 µM; in the data active = CPE inhibition above about 20%, passing the limit was not always enough; inconclusive = no clear call, values can overlap the other calls; tested in BHK-21 cells;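 also: 0% = median of neutral control wells and 100% = median of positive control wells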
RAD52 anneal inh – blocks human RAD52 DNA annealing; P43351; recombinant RAD52 DNA annealing, FRET fluorescence; inhibition, % at 18.7 µM; 360,000 tested, 0.46% active; AID 651710;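 active = every replicate showing at least 50% inhibition; inconclusive = mean inhibition at least 50% but not in every replicate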
Target sequence (P43351 whole entry, looked up): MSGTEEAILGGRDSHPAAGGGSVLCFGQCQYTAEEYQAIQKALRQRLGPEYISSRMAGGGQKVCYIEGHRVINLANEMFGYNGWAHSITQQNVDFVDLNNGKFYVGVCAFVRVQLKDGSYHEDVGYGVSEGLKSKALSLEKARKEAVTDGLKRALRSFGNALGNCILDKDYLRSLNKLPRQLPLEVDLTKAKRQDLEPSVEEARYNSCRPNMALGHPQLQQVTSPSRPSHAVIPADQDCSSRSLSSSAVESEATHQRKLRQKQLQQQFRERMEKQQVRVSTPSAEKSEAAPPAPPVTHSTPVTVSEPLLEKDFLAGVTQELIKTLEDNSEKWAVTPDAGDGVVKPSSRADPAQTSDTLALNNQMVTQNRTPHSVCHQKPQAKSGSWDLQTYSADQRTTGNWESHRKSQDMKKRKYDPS
CASP6 VEID inh – caspase-6 (human) enzyme inhibition; P55212; purified caspase-6, Z-VEID-R110 cleavage fluorescence; inhibition, % at 12.5 µM; 350,000 tested, 0.53% active; AID 686996;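 active = mean inhibition across replicates at least about 35%, with every replicate also reaching that limit, limit read from the data; inconclusive = only one of the two criteria met; inactive = neither criterion met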;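 also: 0% = median of neutral control wells and 100% = no fluorescence left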
Target sequence (P55212 24-179 limits assumed): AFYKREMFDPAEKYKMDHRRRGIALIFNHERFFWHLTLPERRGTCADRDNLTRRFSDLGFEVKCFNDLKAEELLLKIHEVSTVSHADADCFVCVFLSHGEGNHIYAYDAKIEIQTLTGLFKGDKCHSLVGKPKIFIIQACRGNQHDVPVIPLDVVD
Target sequence (P55212 194-293 limits assumed): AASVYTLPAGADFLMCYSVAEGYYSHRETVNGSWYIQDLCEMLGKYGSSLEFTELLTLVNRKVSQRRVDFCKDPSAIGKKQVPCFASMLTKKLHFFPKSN
E-sel inducer – E-selectin induction on HUVECs. activation, % at 7.58 µM. P16581. HUVEC E-selectin immunofluorescence imaging; normalized: neutral wells 0, TNF-alpha wells 100. 260,000 tested, 0.37% active;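 active = mean E-selectin-positive cell signal at least 10% of the positive control, reached in at least 60% of replicates, without over 20% cell loss; inconclusive = no rule given, readout overlaps actives, possibly toxicity-flagged; inactive = the rest, including those meeting only one limit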;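 also: in these data hits start at about 27%; measured in HUVEC primary endothelial cells; signal is the percent of cells scored E-selectin positive by PE staining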
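Read-out basis: % PE-positive cells; Test system: HUVEC primary endothelial cells; Technique: immunofluorescence imaging; Dosing: single-point compound dose.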
XiGFP reactiv – activators of X-chromosome reactivation in mouse fibroblasts | XiGFP mouse fibroblasts, % GFP-positive cells imaging, 3 d; cells co-treated with 5-aza-dC sensitizer; scaled so ellipticine positive control = 100% | activation, % at 7.58 µM | 360,000 tested, 0.055% active;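 active = mean normalized replicate activation at least 10% and every replicate at or above 10%; inconclusive = only one of the two criteria met; inactive = mean below 10% and not all replicates reach 10%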;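 also: 0% = median of on-plate neutral control wells and 100% = ellipticine 6 µM median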
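System: XiGFP fibroblasts, SV40-immortalized. Medium: DMEM plus 5-aza-dC sensitizer. Doses: single point. Timing: 3 d treatment, 15 min room-temperature fixation. Control set: ellipticine 6 µM.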
* marks the source's active call; other numbers are inactive results; ? = inconclusive; nt = no result given; & = joins results of further samples.

SMILES	F508del corr	INS-1E GSIS act	RAD54 branch	DENV2 CPE	RAD52 anneal inh	CASP6 VEID inh	E-sel inducer	XiGFP reactiv
CCNC(=O)[C@@H]1[C@@H](CO)[C@@H]2Cn3c(ccc(-c4ccc(F)cc4)c3=O)[C@H]1N2C	2.3	7	-3	0	8	2	0.0	0.6
Clc1cccc(-c2nc3ccc(Cl)cn3c2Cc2ccccc2)c1	-1.6	-28	5	-4	-84	-2	0.1	0.2
COc1cc2c(cc1OC)CN(CC(=O)Nc1ccccc1SC)CC2	1.8	-6	nt	-2	-40	2	1.1	-0.3
CC1(C(=O)N2CC3(CC(c4cccc(NC(=O)CC(c5ccccc5)c5ccccc5)c4)=NO3)C[C@@H]2C(N)=O)CC1 (stereo partly drawn)	-3.7	-10	-8	2	-23	0	0.1	-0.1
Oc1ccc(-c2csc(Nc3ccccn3)n2)c(O)c1	0.7	nt	15	14	0	4	1.6	0.1
Cc1ccccc1NC(=O)/C(C#N)=C\c1cc(C)n(-c2ccc(C(=O)O)cc2)c1C	0.8	-25	nt	-2	-28	28	0.2	0.0
CCOC(=O)COc1cc(-n2c(=S)[nH]c3cc(OC)c(OC)cc3c2=O)c(Cl)cc1Cl	1.9	-10	nt	-2	-9	4	nt	0.2
CC(=O)C1=C(C)N(Cc2ccc(Br)cc2)C(=S)NC1c1ccc(F)cc1 (stereo not drawn)	1.1	-31	nt	-9	7	-1	0.7	-0.1
CC(C)NC(=O)Nc1cccc2c1O[C@@H](CN(C)Cc1ccc(C(=O)O)cc1)[C@@H](C)CN([C@H](C)CO)C2=O	1.7	17	5	-5	-12	0	-3.5	-0.7
CCOC(=O)C(C)Oc1ccc(C2NC(=O)NC(C)=C2C(=O)Nc2ccccc2C)cc1 (stereo not drawn)	1.0	4	5	-1	-6	1	nt	nt
O=S1(=O)CCOC[C@H](Cc2ccccc2)N1Cc1ccc(F)cc1	-0.1	7	-10	?	-16	0	0.1	0.0
COc1ccccc1CNC(=O)COc1ccc2c(c1)CCC2	-0.6	-6	nt	-4	-2	-4	3.2	0.1
CC1(C(=O)NS(=O)(=O)c2cccs2)CCN1C(=O)C1(c2ccc(Cl)cc2)CC1 (stereo not drawn)	5.0	1	-1	-3	-7	2	4.1	0.1
CC1(C(=O)NCC2CC2)CCN1C(=O)C/C=C/c1ccccc1 (stereo not drawn)	-2.8	-5	-4	-8	-3	nt	-0.4	0.3
COc1cccc(/C=C/C(=O)NCC2CCCCC2)c1	2.7	-16	-11	-6	-1	0	0.2	-0.1
O=S(=O)(Nc1ccc(S(=O)(=O)N2CCCC2)cc1)c1ccc(F)cc1	-3.5	-11	5	3	-28	0	nt	0.1
O=S(=O)(c1ccccc1F)N1CC[C@@H]2[C@@H](CO)Nc3ccc(-c4cccc(F)c4)cc3[C@@H]21	1.7	-6	3	-19	-37	2	-0.5	0.1
COc1ccc(CCN2C(=O)NC(NS(=O)(=O)c3ccccc3)(C(F)(F)F)C2=O)cc1OC (stereo not drawn)	-1.7	7	5	15	-12	-2	nt	0.2
CCOC(=O)N/N=C\c1ccc(OC/C=C/c2ccccc2)cc1	-0.3	13	2	3	-11	-2	0.3	-0.1
CC(C)Nc1ccc(C(CC(N)=O)NC(=O)Cc2ccc(Br)cc2)cc1[N+](=O)[O-] (stereo not drawn)	1.8	nt	9	-4	-26	nt	0.0	0.3
CCCCn1c(O)c2n(c1=O)Cc1ccccc1N=C2c1ccccc1	1.5	nt	-9	4	5	4	0.0	0.1
C[C@H](CO)N1C[C@H](C)[C@H](CN(C)Cc2ccc(Oc3ccccc3)cc2)Oc2ccc(NC(=O)CCCN(C)C)cc2C1=O	0.1	-10	-12	?	15	-51	4.1	0.2
COC1=CC(=O)OC(c2ccccc2C(F)(F)F)C1 (stereo not drawn)	-1.4	37	nt	-9	-3	-2	2.0	-0.2
CCC(=O)N1[C@H](CO)[C@@H](c2ccccc2)[C@@H]1CNC(=O)CN1CCOCC1	-2.6	7	-4	18	2	-1	-0.2	0.0
C[C@H](CO)N1C[C@H](C)[C@H](CN(C)C(=O)Nc2ccc(C(F)(F)F)cc2)Oc2ncc(-c3cccnc3)cc2C1=O	-0.8&-2.0&4.0	-10&-17	2&9&1	-11&2&-4	-12&-7&6	-3&-3	0.0&-0.3	0.0&0.3
O=C(c1cccnc1)N1CC(=O)N2[C@H](CO)[C@@H](c3ccc(/C=C/c4ccccc4)cc3)[C@H]2C1	1.1	5	nt	13	-30	-2	0.1	-0.1
C[C@@H]1CCCCO[C@H](CN(C)CC2CCCCC2)[C@H](C)CN([C@@H](C)CO)C(=O)c2cc(NS(=O)(=O)c3cn(C)cn3)ccc2O1	1.8	-1	-7	7	13	-2	0.7	0.1
Cc1ccc(S(=O)(=O)Nc2cccc3c2O[C@H](CN(C)Cc2ccc(C(F)(F)F)cc2)[C@@H](C)CN([C@@H](C)CO)C3=O)cc1	-3.7	-16	4	-2	-4	2	0.1	-0.2
CO[C@@H]1CN(C)C(=O)c2ccc(NC(=O)C3CCOCC3)cc2OC[C@@H](C)N(Cc2cccnc2)C[C@H]1C	3.3	-4	9	0	-14	-5	0.0	-0.2
CC1CN(C(=O)CNC(=O)Cc2cccc3ccccc23)CC(C)O1 (stereo not drawn)	-0.2	33	-5	5	-10	-13	-0.7	-0.7
CCC(=O)Nc1ccc2c(c1)C(=O)N(C)C[C@H](OC)[C@@H](C)CN[C@@H](C)CO2	0.1	9	-2	9	-2	-9	-0.3	0.5
Oc1ccc(CN2CCN(c3ccccc3)CC2)c2cccnc12	nt	9	-4	nt	-2	5	nt	nt
Clc1ccc(-c2nc(-c3ccncc3)no2)c(Cl)c1	2.9	-5	-5	0	-5	2	-0.2	?
Clc1ccc(-c2nnc3n2-c2ccccc2SC3)cc1	-3.0	37	nt	19	0	0	3.8	0.3
O=C(NC1CCCC1)C(C1CC1)n1c(C2CC2)nc2ccccc21 (stereo not drawn)	0.6	18	nt	-2	0	-3	-0.1	0.0
COc1cc2cc(C(=O)Nc3ccc4c(c3)OCCO4)[nH]c2cc1OC	-5.5	-2	7	9	-10	1	nt	0.0
COc1ccc(F)cc1S(=O)(=O)NCc1cc(=O)n(C)c(=O)n1C	-3.4	0	-4	6	-16	-9	nt	0.1
COc1cccc(CNC(=O)C[C@H]2CC[C@@H](NC(C)=O)[C@@H](CO)O2)c1	0.3	14	-3	0	1	1	-0.6	0.3
COc1cc(C(O)c2nc(-c3ccccc3)cs2)ccc1F (stereo not drawn)	-4.7	nt	-4	-4	-23	3	-0.1	0.0
CC(=O)OCC1(C)CN(c2ccccc2)N(C(=O)c2ccc(C(C)(C)C)cc2)C1=O (stereo not drawn)	-3.1	-13	nt	5	-13	-2	nt	0.0
COc1ccc(N(CC(=O)Nc2ccc(OC)cc2OC)S(=O)(=O)c2ccccc2)cc1	0.0	-3	nt	2	-12	-5	-0.3	-0.2
CCCCn1c(N)c(N(CCC(C)C)C(=O)c2cccc(S(=O)(=O)N3CCN(C)CC3)c2)c(=O)[nH]c1=O	3.3	4	-5	1	-7	-3	nt	0.0
Cc1cc(NC(=O)CN2C(=O)NC3(CCCCCC3)C2=O)ccc1Br	32*	-68	-9	3	-7	-1	-0.4	0.1
CC(C)[C@H](NC(=O)c1ccc(Cl)cc1Cl)C(=O)NNC(=O)c1ccco1	-2.3	nt	-10	-4	-3	0	0.0	0.3
O=C(Nc1ccc(-c2cn3c(n2)SCC3)cc1)c1ccc2ccccc2n1	0.7	-2	nt	1	-30	1	1.1	0.1
C[C@H]1CCCCO[C@H](CN(C)C)[C@@H](C)CN([C@@H](C)CO)C(=O)c2cc(NC(=O)c3ccncc3)ccc2O1	-1.6	16	3	?	-28	-1	0.6	-0.1
FC(F)(F)C1=NNC(c2ccc3ccccc3c2)=NN1	-1.9	23	nt	?	-11	2	0.0	0.0
CNC[C@H]1OCCCC[C@H](C)Oc2ccc(NC(=O)Nc3ccc4c(c3)OCO4)cc2C(=O)N([C@H](C)CO)C[C@H]1C	-2.2	-13	-12	1	-59	4	-0.2	0.2
CC/C(C)=N/Oc1nc(C)cc(C)n1	0.1	13	-9	11	-4	-1	0.0	0.5
O=C1NC(=O)c2c(NC(=O)C3CCCO3)cccc21 (stereo not drawn)	-3.6	-5	-2	2	-12	2	nt	nt
Oc1cccc(NC(=S)N=Nc2c(O)[nH]c3ccccc23)c1	0.6	3	-8	13	-19	9	nt	-0.1
O=[N+]([O-])c1ccc2c(c1)C(=Nc1ccccc1)c1ccccc1-2	0.3	-6	-4	nt	-10	0	-0.1	0.4
Cc1ccc(OCC(O)CNCc2ccccc2)cc1C (stereo not drawn)	-0.1	nt	nt	7	-45	0	0.3	0.0
CCC(C)CCCCCCCCCCC(=O)O (stereo not drawn)	-1.5	nt	-5	3	-18	3	nt	nt
Clc1ccccc1Nc1nc(NCC2CC2)nc2ccsc12	2.4	11	1	?	3	-4	0.0	0.0
CN(C)c1nc(NCc2ccccc2)nc(SCC(=O)Nc2ccccc2)n1	-3.9	5	-4	-2	13	9	nt	nt
CCOC(=O)c1ccc(NC(=O)c2nc[nH]c2C(=O)N[C@@H](C)CO)cc1	1.0	32	-2	11	-7	-1	-0.6	0.0
CCCC#Cc1cnc2c(c1)C(=O)N([C@@H](C)CO)C[C@@H](C)[C@@H](CN(C)C(=O)C1CCCCC1)O2	3.0	-11	nt	nt	nt	nt	0.9	-0.4
CC(C)CC1C(=O)N(Cc2cn(CC3CCCCC3)nn2)CCS(=O)(=O)N1Cc1ccc(-c2ccc(Cl)c(Cl)c2)cc1 (stereo not drawn)	1.4	14	1	-5	-24	-3	-1.2	0.4
O=C(COC(=O)c1ccc(Br)o1)Nc1ccc2[nH]c(=O)[nH]c2c1	1.4	2	6	4	0	2	27*	0.0

Carrying on.
SMILES	F508del corr	INS-1E GSIS act	RAD54 branch	DENV2 CPE	RAD52 anneal inh	CASP6 VEID inh	E-sel inducer	XiGFP reactiv
CCOC(=O)/C(C#N)=C/c1cc2cc(C)c(C)cc2nc1Cl	1.6	12	-8	0	-66	4	-0.1	1.8
COc1ccccc1CNC(=O)C[C@H]1C[C@H]2c3cc(NC(=O)Cc4ccncc4)ccc3O[C@H]2[C@H](CO)O1	-0.2	-12	-23	2	3	0	-0.1	0.0
N/C(=N\OC(=O)Cc1ccccc1[N+](=O)[O-])c1ccccn1	nt	19	nt	9	-14	3	-0.1	0.1
COc1ccc(S(=O)(=O)Nc2ccc3c(c2)C(=O)N([C@@H](C)CO)C[C@H](C)[C@@H](CN(C)C(=O)C2CCCCC2)OCCCC[C@H](C)O3)cc1	-4.9	-30	-4	3	-8	0	0.5	-0.1
CCN(CC)S(=O)(=O)c1ccc(O)c(NC(=O)c2ccc(N3CCOCC3)c([N+](=O)[O-])c2)c1	1.4	16	1	?	1	-2	-0.8	0.1
CC(C)C12NC(=O)NC(=O)N1CCS2 (stereo not drawn)	-0.3	nt	nt	1	-2	1	-0.2	0.0
C[C@@H]1CN([C@H](C)CO)S(=O)(=O)c2ccc(-c3cccc(F)c3)cc2O[C@@H]1CN(C)CC1CC1	-0.7	9	14	-1	3	0	-0.2	0.0

Screening data from PubChem.
